ABHD5 PLIN5 PPI – blocks binding of human ABHD5 to perilipin-5. Q00G26+Q8WTS1. Split G. princeps luciferase complementation, luminescence, 4 h. inhibition, % at 4 µM. 360,000 compounds, 0.78% hits;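 active = inhibition above the mean inhibition across every tested compound plus 3 SD, cut at about 22% in these data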;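 also: 0% = DMSO only wells and the 100% control is not disclosed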
SRC2 inh – inhibits human steroid receptor coactivator 2 | Q15596 | HEK293 GAL4-SRC2 luciferase reporter, luminescence | inhibition, % at 9 µM | 370,000 compounds, 0.17% hits | AID 651957;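 active = inhibition above the mean inhibition of all tested compounds plus 3 SD, set per campaign, cut at about 52% in these data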;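 also: 0% = DMSO treated cells and 100% = cells given Gossypol at 36 µM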
NOD2 RIPK2 PPI – NOD2-RIPK2 protein interaction inhibition. O43353. CHO BLA complementation NOD2-RIPK2, CCF4 ratio. inhibition, % at 4.98 µM. 360,000 compounds, 0.38% hits; in the data active = inhibition above about 21%;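 also: 0% = vehicle only and 100% = reference blocker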
NR2F2 inh – blocks human COUP-TFII nuclear receptor. 370,000 compounds, 0.7% hits. inhibition, % at 8.6 µM. P24468. HEK293T NGFI-A luciferase reporter, luminescence;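 active = inhibition above a per-plate cutoff, mean inhibition of test wells between control levels plus 3 SD, cut at about 38% in these data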;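 also: cells cotransfected with COUP-TFII expression vector driving the NGFI-A reporter; 0% = median of COUP-TF2 test wells and 100% = reporter-only cells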
MC4R barr agon – agonists of human melanocortin 4 receptor (MC4R) beta-arrestin; P32245; U2OS MC4R beta-arrestin complementation, luminescence; percent of melanotan II response, DMSO zero; activation, % at 8.9 µM; 360,000 compounds, 0.98% hits;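 active = activation above a per-plate cutoff, the mean activation of sample wells on that plate plus 3 SD, cut at about 8% in these data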
NCOA1 inh – inhibits human SRC1 coactivator. Q15788. HEK293 GAL4-SRC1 luciferase reporter, luminescence. inhibition, % at 3.6 µM. 360,000 compounds, 0.12% hits. AID 588354;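 active = inhibition above the campaign mean plus 3 SD, with each screening campaign given its own cutoff, cut at about 60% in these data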;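 also: 0% = DMSO treated cells and 100% = gossypol at 36 µM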
TLR9-MyD88 inh – blocks human TLR9 binding to MyD88; 340,000 compounds, 0.21% hits; inhibition, % at 4.98 µM; CHO BLA complementation TLR9-MyD88, CCF4 FRET ratio; Q9NR96+Q99836;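 active = inhibition above the mean over all tested compounds plus 3 SD, cut at about 21% in these data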;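 also: 0% = DMSO only wells and 100% = clavulanate BLA inhibitor control wells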
Target sequence (Q99836 whole entry, looked up): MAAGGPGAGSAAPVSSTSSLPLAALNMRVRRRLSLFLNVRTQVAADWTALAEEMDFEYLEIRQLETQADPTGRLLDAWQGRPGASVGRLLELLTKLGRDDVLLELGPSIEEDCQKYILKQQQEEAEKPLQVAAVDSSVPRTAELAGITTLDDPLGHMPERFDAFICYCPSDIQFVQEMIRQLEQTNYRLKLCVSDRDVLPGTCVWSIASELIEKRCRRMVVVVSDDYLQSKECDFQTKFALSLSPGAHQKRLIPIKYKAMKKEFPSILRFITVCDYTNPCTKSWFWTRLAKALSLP
Target sequence (Q9NR96 whole entry, looked up): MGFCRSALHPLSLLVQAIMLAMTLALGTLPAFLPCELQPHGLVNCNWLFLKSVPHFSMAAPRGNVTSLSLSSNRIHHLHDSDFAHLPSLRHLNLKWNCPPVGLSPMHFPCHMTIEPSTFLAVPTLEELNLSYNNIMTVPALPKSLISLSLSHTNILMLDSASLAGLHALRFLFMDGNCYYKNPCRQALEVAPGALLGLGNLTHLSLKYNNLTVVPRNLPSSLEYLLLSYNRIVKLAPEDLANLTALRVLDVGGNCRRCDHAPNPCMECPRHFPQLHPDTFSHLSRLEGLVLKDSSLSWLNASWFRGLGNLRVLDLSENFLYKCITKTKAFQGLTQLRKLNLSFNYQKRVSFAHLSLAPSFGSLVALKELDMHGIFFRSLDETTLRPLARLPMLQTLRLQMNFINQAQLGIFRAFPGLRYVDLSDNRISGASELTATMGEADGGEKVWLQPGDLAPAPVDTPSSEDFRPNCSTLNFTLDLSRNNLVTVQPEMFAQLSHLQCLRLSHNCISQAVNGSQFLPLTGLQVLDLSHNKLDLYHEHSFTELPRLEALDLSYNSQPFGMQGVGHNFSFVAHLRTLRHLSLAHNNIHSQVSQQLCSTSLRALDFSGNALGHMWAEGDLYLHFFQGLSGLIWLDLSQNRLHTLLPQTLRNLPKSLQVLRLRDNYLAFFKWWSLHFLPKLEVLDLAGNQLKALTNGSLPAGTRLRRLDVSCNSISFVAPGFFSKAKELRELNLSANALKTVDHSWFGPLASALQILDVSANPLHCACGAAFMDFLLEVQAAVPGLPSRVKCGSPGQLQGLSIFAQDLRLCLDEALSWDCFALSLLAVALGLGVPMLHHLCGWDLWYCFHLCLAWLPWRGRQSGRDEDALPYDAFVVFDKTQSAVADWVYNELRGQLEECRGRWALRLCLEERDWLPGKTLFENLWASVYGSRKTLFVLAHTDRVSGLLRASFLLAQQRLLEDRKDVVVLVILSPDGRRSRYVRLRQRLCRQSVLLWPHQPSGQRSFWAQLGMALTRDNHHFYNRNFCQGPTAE
LMP1 NFkB inh – Epstein-Barr LMP1 NF-kappaB reporter inhibition. LMP1-induced NF-kappaB luciferase reporter cells, luminescence. inhibition, % at 12.5 µM. 350,000 compounds, 0.69% hits. AID 504558; in the data active = inhibition above about 41%;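 also: 0% = neutral control wells and 100% = reference inhibitor control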
SRC3 inh – inhibitors of human steroid receptor coactivator 3 (SRC3). HEK293 GAL4-SRC3 luciferase reporter, luminescence. 360,000 compounds, 0.17% hits. Q9Y6Q9. inhibition, % at 3.6 µM;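 active = inhibition above a per-campaign cutoff, the mean of all compounds plus 3 SD, cut at about 60% in these data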;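 also: 0% = DMSO-treated cells and 100% = gossypol-treated cells at 36 µM; higher means less SRC3-driven luciferase light from the GAL4 reporter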
MC4R antag cAMP – antagonists of human melanocortin 4 receptor (MC4R); AID 540295; MC4R-expressing cells, MTII-stimulated cAMP, LANCE TR-FRET; inhibition, % at 6.5 µM; P32245; 360,000 compounds, 0.48% hits;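 active = inhibition above its plate's cutoff, the mean of tested wells on that plate plus 3 SD, cut at about 29% in these data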;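 also: 0% = Melanotan II alone and 100% = Melanotan II plus saturating MCL0020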
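Material: U2OS-MC4R stable cell line | Reagent: Melanotan II challenge after compound preincubation | Doses: One concentration, 6.5 µM nominal | Incubation: 30-min compound preincubation, 1-h Melanotan II challenge, 1-h detection, room temperature | Signal: TR-FRET cAMP assay | Replicates: One well per compound, no replicates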
NR5A2 inv ag – inverse agonists of human LRH-1 (NR5A2); inhibition, % at 3.6 µM; 360,000 compounds, 0.13% hits; O00482; HEK293T StAR-luciferase reporter, LRH-1 transfected, 24 h;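 active = inhibition above the mean inhibition of all tested compounds plus 3 SD, cut at about 73% in these data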;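 also: 0% = DMSO wells and 100% = reporter-only cells lacking LRH-1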
Active calls of the source: *; / = not tested or not shown.

SMILES	ABHD5 PLIN5 PPI	SRC2 inh	NOD2 RIPK2 PPI	NR2F2 inh	MC4R barr agon	NCOA1 inh	TLR9-MyD88 inh	LMP1 NFkB inh	SRC3 inh	MC4R antag cAMP	NR5A2 inv ag
COc1ccccc1NC(=O)c1c(NC(=O)CCC(=O)O)sc2c1CCCCC2	-4.6	-28.0	-14.9	-7.8	-0.5	-11.0	-7.9	1.4	-1.7	4.3	12.2
CC(C)c1nnc(NC(=O)CSc2ncn[nH]2)s1	2.3	-3.1	-6.1	2.7	-1.2	2.6	-4.7	-4.2	-0.2	2.3	0.2
O=c1c2ccccc2nc(/C=C/c2c[nH]c3ccccc23)n1CCO	8.8	-61.6	4.0	-19.4	-2.5	-55.6	-4.6	-13.0	-60.1	1.2	-58.0
O=C(Nc1ccc(C(=O)N2CCCC2)cc1)c1ccccc1F	-0.6	/	-7.8	/	0.5	-65.8	-2.1	4.2	-64.6	4.4	-66.8
COc1ccc(/C=N/NC(=O)c2ccc(Br)cc2)cc1CN1CCOCC1	-6.9	-2.3	-10.3	9.4	-0.3	-35.6	-8.1	5.5	16.7	5.9	12.6
CN(C)CCN(C(=O)c1cc(Cl)sc1Cl)c1nc2ccc(F)cc2s1	1.1	-40.1	-5.8	0.1	-0.2	-27.9	1.9	-13.4	-16.8	-3.7	-26.2
Cc1cc(NC(=O)CSCC(=O)N(c2ccc(F)cc2)C(C(=O)NC2CCCCC2)c2ccc(O)c(O)c2)no1 (stereo not given)	-1.2	-10.2	-6.3	21.4	-2.0	5.7	3.3	-1.6	6.3	10.6	6.2
CCOC(=O)/C(C#N)=C/c1ccc(OC)c(OC)c1	2.5	3.1	0.3	-8.3	-0.7	-4.0	-0.6	6.8	4.2	1.4	-12.2
O=C(NCCc1cccc(Cl)c1)c1cc([N+](=O)[O-])ccc1Cl	-3.3	24.8	3.6	12.0	-2.5	11.4	14.5	6.5	20.1	4.1	39.7
Cc1nc2cc(NC(=O)c3ccc(N4C(=O)CCC4=O)cc3)ccc2s1	1.5	-20.5	-14.8	-15.4	-1.3	-5.9	-0.6	7.4	0.5	1.7	-4.0
CCOCCn1c(C(C)C)nc2ccccc21	-2.2	17.6	1.0	0.0	-0.7	3.8	1.2	-2.1	-67.3	0.6	-3.0
COc1ccc(C2Cc3ccccc3C(=O)O2)cc1 (stereo not given)	-2.1	-16.6	-4.0	-19.6	-3.1	-19.0	-0.9	-1.6	-10.1	-7.1	-53.8
CCCCc1cc(=O)oc2cc(OCC(=O)N3CCc4ccccc43)ccc12	0.9	-10.1	-10.7	-5.7	3.2	0.1	-0.7	1.9	3.0	13.4	8.9
CCC(C)(C)NC(=O)C(OC(=O)c1ccco1)c1ccccc1OC (stereo not given)	-1.1	-0.1	2.2	9.0	-2.2	4.7	-2.5	-0.2	-3.5	0.0	-8.7
CN1/C(=C\C(=O)CSc2nnc(NCc3ccccc3)s2)C(C)(C)c2ccccc21	-5.9	4.6	1.2	8.8	0.8	0.7	-4.1	-6.5	9.6	-5.5	-3.1
O=C(COc1ccc(Br)cc1)NCCCn1ccnc1	-2.5	0.1	4.4	4.9	0.2	2.2	5.0	-3.9	-2.4	6.0	0.8
COC(=O)C1=C(O)/C(=C\c2ccc(OCC(=O)Nc3ccccc3OC)cc2)N=C1C	6.2	-12.5	3.3	11.4	-1.1	7.6	-0.3	6.4	-42.5	-3.5	9.1
COC(=O)Cn1c(=O)cnc2ccccc21	-0.2	-7.8	-3.3	-12.7	-0.3	12.3	8.2	1.6	6.6	2.7	-1.9
CC(=O)N1c2ccc(S(=O)(=O)N3CCCC3)cc2CC1C(=O)NCc1ccccc1F (stereo not given)	-9.3	10.1	-0.5	11.0	-3.1	3.5	-13.2	-3.0	4.4	-1.1	-1.2
O=C(NCCc1ccccc1)c1ccc(CS(=O)Cc2ccc(Cl)cc2)o1 (stereo not given)	8.4	-3.8	-7.9	12.1	0.8	0.0	0.0	-10.2	1.9	6.9	-8.7
Cc1csc(SCC(=O)NC2CCCC2)n1	1.3	2.5	4.0	-10.4	-3.1	-10.8	-9.3	-0.3	10.2	2.6	-13.2
O=C(CCC1CCN(C(=O)c2cc(C(F)(F)F)ccc2Cl)CC1)NC1CC1	-8.4	-14.5	-6.5	9.3	-1.9	-5.4	5.3	-6.3	17.2	3.1	-10.2
C/C(=N\NC(=O)CCC(=O)N/N=C(\C)c1ccc(C)o1)c1ccc(C)o1	1.6	-39.6	8.3	15.6	-1.5	5.2	/	/	4.2	3.1	-10.8
NC(=O)c1ccsc1NC(=O)CSc1nc2ccccc2c(=O)n1CCCO	-4.3	2.8	0.9	-4.6	-2.7	-16.7	-3.0	-1.4	-9.3	-11.4	16.0
O=C1c2ccccc2C(=O)N1Cc1nc2ccccc2c(=O)n1CCN1CCOCC1	-2.2	1.2	-18.5	16.0	0.1	-28.4	-2.0	6.3	10.8	5.9	11.5
CC1(C(=O)NS(=O)(=O)c2ccccc2)CCN1C(=O)c1ccc(C2CCCCC2)cc1 (stereo not given)	4.0	-28.0	-10.2	-4.1	0.7	2.1	/	/	-11.4	9.4	-22.4
COc1ccc(CN2CC(=O)N(c3cccc(Cl)c3)C2=S)cc1OC	-6.3	-3.3	-1.6	3.0	-1.1	-18.2	0.2	8.4	-6.6	-2.5	8.9
O=C(Cn1c(C(F)(F)F)nc2ccccc21)Nc1ccccc1N1CCOCC1	-1.7	-12.2	2.6	-6.2	-1.3	-4.5	0.6	-1.4	4.0	10.0	-17.4
O=C1C(Cl)=C(N2CCOCC2)C(=O)N1c1ccc(Br)cc1	11.2	5.2	0.9	-6.2	0.5	11.1	-1.8	-7.3	-11.4	13.3	41.2
C1CN(CC2COC(CN3CCOCC3)CO2)CCO1 (stereo not given)	-0.3	3.2	-6.4	3.8	0.6	-16.9	-4.7	-1.6	7.0	14.6	0.6
Cc1ccc2nc(CSc3nnc(-c4ccco4)n3-c3ccccc3)cc(=O)n2c1	1.2	-7.7	-9.4	-16.3	-1.6	4.4	7.8	5.2	3.5	3.2	14.5
C=CCNC(=O)CSc1nnc(-c2ccccc2Br)n1-c1cccc(C(F)(F)F)c1	0.9	4.2	-7.7	2.0	-0.9	-3.8	5.8	2.1	1.8	1.3	-9.9
O=C(N/N=C/c1cccnc1)c1cc(-c2ccccc2)nc2ccccc12	5.5	-12.6	-4.7	-2.4	-1.9	-11.8	-1.6	2.4	-19.7	6.2	-2.6
CCn1nc(NS(=O)(=O)c2ccc([N+](=O)[O-])cc2)c2cc3cc(C)ccc3nc21	-1.9	1.4	4.4	9.3	-3.2	-0.2	-11.6	-3.6	2.2	14.6	2.0
Cc1c(CC(=O)NCC(=O)O)c(=O)oc2cc3c(cc12)CCC(C)(C)O3	-5.5	2.2	4.7	-10.6	1.3	-3.6	-0.9	1.5	12.3	17.0	1.6
CCOC(=O)CC(=O)NC1(Cc2ccc(O)cc2)CCCCC1	2.5	10.0	-8.4	-8.4	-0.1	5.4	8.3	-3.8	3.0	-5.2	1.8
CC(C)Cc1ccc(/C=C/C(=O)N2CCCCC2)cc1	-9.6	-54.8	2.5	-33.2	-2.9	-98.2	2.9	-40.6	-84.2	3.1	-98.9
COc1cccc(OC)c1C(=O)Nc1ccc(Cc2ccncc2)cc1	3.9	10.7	-5.3	-2.0	0.0	-2.9	-10.1	1.6	11.2	-2.2	-14.9
COc1ccc(-c2nc(CS(=O)(=O)CC(=O)NCCc3cc(OC)ccc3OC)c(C)o2)cc1	-5.0	-10.7	11.2	0.2	-0.6	-6.9	-1.7	-2.3	-0.5	-3.4	-3.6
O=C(/C=C/c1ccco1)N/C(=C\c1ccccc1)C(=O)NCCc1nc2ccccc2[nH]1	12.3	-7.5	-13.3	1.3	1.2	4.1	5.6	-2.6	5.6	-10.0	-6.8
CC(=O)c1ccc(S(=O)(=O)Nc2ccc3c(c2)OCO3)cc1	5.9	20.8	-7.3	6.8	0.3	-8.6	-2.3	-1.2	-9.4	0.9	17.6
Cc1ccc(N=C(NOC(=O)c2ccccc2)c2nonc2N)c(C)c1	9.5	-5.1	-2.1	0.5	3.1	-13.4	-13.6	0.7	7.6	15.7	6.6
O=C(CCOc1ccccc1)Nc1ccccc1[N+](=O)[O-]	1.7	-4.3	0.0	-13.4	-0.4	-21.3	3.9	10.2	-19.1	-0.6	-52.0
COc1ccc2sc(NC(=O)c3ccco3)nc2c1	-6.5	14.9	1.3	-8.6	0.2	-104.8	10.4	26.9	-74.7	0.0	-106.7
Cc1ccc(/C=c2\s/c(=C(/C#N)C(=O)N3CCCC3)n(Cc3ccco3)c2=O)s1	19.9	-5.9	2.0	9.3	-2.8	6.4	-2.4	-1.6	-6.3	6.4	-24.4
CCCCC(CC(C)O)c1n[nH]c(=S)n1-c1ccccc1 (stereo not given)	-8.2	-20.3	-17.4	-0.1	1.4	10.1	-8.8	-3.6	13.2	-1.1	7.8
Cc1nn(CC(=O)N2CCOCC2)c(=O)c2c1sc1ccccc12	-0.9	0.5	-4.5	-16.3	-1.4	-7.8	6.1	-1.3	14.6	-0.3	-15.2
O=C(Nc1ccc(F)cc1)c1ccc2ncsc2c1	-3.0	-53.1	1.4	-29.9	0.9	-69.4	-3.4	-17.9	-95.5	6.2	-75.6
CCOC(=O)N1CCN(S(=O)(=O)c2ccc3c4c(cccc24)C(=O)N3)CC1	4.4	-23.2	7.0	1.8	-2.7	7.2	0.8	11.3	4.8	5.7	0.6
CC1CN(C(=O)CCC(=O)NC(C)c2ccccc2)c2cc(Cl)ccc2O1 (stereo not given)	2.1	-3.5	-7.1	5.1	-1.2	14.6	5.9	4.4	-11.2	-1.0	17.6
O=C(O)C1CCCCC1C(=O)N1CCCC1 (stereo not given)	2.2	-8.1	-6.6	-30.0	-2.6	-16.5	-4.8	5.6	-0.6	4.0	-3.9
CCN(CC)CCCN=Cc1c(-c2ccccc2)[nH]n(-c2nc3ccccc3s2)c1=O	4.6	-20.3	-0.9	-3.9	-1.2	-0.6	-8.3	-34.0	13.3	0.8	-2.4
O=S(=O)(/C=C/c1ccccc1)N1CCN(c2cccc(Cl)c2)CC1	-0.1	-2.1	-9.5	8.1	0.6	-8.0	2.2	-5.8	-5.0	8.2	-0.1
Cc1ccccc1C(=O)N1CCN(S(=O)(=O)c2cccs2)CC1	3.1	-22.7	0.0	-7.1	-3.0	-8.7	3.0	-11.5	18.1	-0.7	-6.9

High-throughput results (PubChem BioAssay)

These rows are one share of the data; the hit share may differ from the screen's.
